Yeast growth tox: Inhibits yeast growth, turbidity readout. AID 685. S. cerevisiae wild-type growth, A595 turbidity, 16 h. 30,000 compounds, 0.3% hits. growth inhibition, % at 25 µM (by protocol);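 active means mutant and wild-type yeast strains alike exhibit over 30% growth inhibition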;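 further: 0% = untreated cell controls and 100% = YPD media blanks without cells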
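Incubation: 16 h growth with compound, 30 °C; Material: S. cerevisiae wild-type or eIF2Bepsilon-R284H mutant strain; Signal: turbidity measured as absorbance at 595 nm; Medium: YPD yeast growth medium; Measure: growth inhibition (%) versus cell controls and blanks; Doses: 25 µM single dose.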
Yeast eIF2B: eIF2B (yeast) activity modulation. S. cerevisiae eIF2B-epsilon R284H, GCN4-lacZ luminescence. 27,000 compounds, 0.91% hits. inhibition, % at 25 µM (by protocol);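 active means mutant luminescence inhibited past about 50% while wild type luminescence and mutant growth stay under set limits, limit read from the data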; further: some compounds called inactive have numbers as strong as hits
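Assay system: yeast eIF2B-epsilon R284H mutant carrying GCN4–beta-galactosidase fusion / Buffer or medium: YPD / Incubation: 16 h growth with compound at 30 °C, 90 min Beta-Glo step / Detection: Beta-Glo luminescence after Z-buffer lysis, growth by 595 nm absorbance / Read-out: % inhibition of reporter signal and growth versus controls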
Yeast growth tox inhibition %: also measured in Yeast growth tox; calls as there; growth inhibition, %; S. cerevisiae eIF2Bepsilon-R284H mutant growth, A595 turbidity, 16 h;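 each compound tested once at 25 µM; 0% equals untreated cells and 100% equals cell-free medium blanks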
Yeast eIF2B mutant toxicity: further read-out of Yeast eIF2B, marked with its call; growth inhibition, %; measured here: mutant yeast growth, toxicity;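 each compound tested once at 25 µM; zero equals untreated control growth and 100 equals blank medium absorbance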
The depositor's hits bear a star.

For O=C(NCCN1CCN(Cc2ccccc2)CC1)c1cc2c(=O)[nH]c3ccccc3c2s1 the results were Yeast growth tox 24, Yeast eIF2B 21, Yeast growth tox inhibition % -15 and Yeast eIF2B mutant toxicity -15.
Screening Cc1ccc(C(C)C)c(OCCN(C)C)c1 returned Yeast growth tox 6 and Yeast growth tox inhibition % 5.
Cc1ccc(-n2c(CCc3ccccc3)nnc2SCC(=O)NCc2ccccc2)cc1C was read as Yeast growth tox 1, Yeast eIF2B 19, Yeast growth tox inhibition % 11 and Yeast eIF2B mutant toxicity 11.
O=C(CSc1nnnn1-c1ccc2c(c1)OCO2)NCc1cccs1 was read as Yeast growth tox -3, Yeast eIF2B 31, Yeast growth tox inhibition % -5 and Yeast eIF2B mutant toxicity -5.
For Oc1ccc(Nc2nc(N3CCCC3)c3ccccc3n2)cc1 the results were Yeast growth tox 18, Yeast eIF2B -3, Yeast growth tox inhibition % 4 and Yeast eIF2B mutant toxicity 4.
For CC(=O)NCCOc1nc(N(C)C)nc(N2CCOCC2)n1 the results were Yeast eIF2B 25.
Screening CCOC(=O)/C(C#N)=C/NC(=O)NC(C)(C)C returned Yeast growth tox 15 and Yeast growth tox inhibition % 13.
For CC1Oc2ccccc2N(CC(=O)N2CCCc3ccccc32)C1=O (centres undefined) the results were Yeast growth tox 7, Yeast eIF2B 1, Yeast growth tox inhibition % -4 and Yeast eIF2B mutant toxicity -4.
For O=C(NCCc1ccccc1F)C1CCCN1S(=O)(=O)c1ccccc1 (centres undefined) the results were Yeast growth tox -4, Yeast eIF2B 9, Yeast growth tox inhibition % 15 and Yeast eIF2B mutant toxicity 15.
`Cc1cccn2c(=O)c3cc(C(=O)Nc4ccc(N(C)C)cc4)n(C)c3nc12` gave Yeast growth tox -3, Yeast eIF2B 2, Yeast growth tox inhibition % -41 and Yeast eIF2B mutant toxicity -41.
Screening c1ccc(COc2cccc(CN3CCN(c4ccccn4)CC3)c2)cc1 returned Yeast growth tox 7, Yeast eIF2B -7, Yeast growth tox inhibition % 13 and Yeast eIF2B mutant toxicity 13.
CCOC(=O)c1ccc(N2C(=O)C(O)=C(C(C)=O)C2c2ccccn2)cc1 (centres undefined) was read as Yeast growth tox 5, Yeast eIF2B 25, Yeast growth tox inhibition % -24 and Yeast eIF2B mutant toxicity -24.

Brought forward from above: 2 compounds, followed by the next part.
Screening c1ccc(COc2cccc(CN3CCN(c4ccccn4)CC3)c2)cc1 returned Yeast growth tox 7, Yeast eIF2B -7, Yeast growth tox inhibition % 13 and Yeast eIF2B mutant toxicity 13.
CCOC(=O)c1ccc(N2C(=O)C(O)=C(C(C)=O)C2c2ccccn2)cc1 (centres undefined) was read as Yeast growth tox 5, Yeast eIF2B 25, Yeast growth tox inhibition % -24 and Yeast eIF2B mutant toxicity -24.
`CCOC(=O)c1c(CN2CCC(C)CC2)oc2ccc(OC)cc12` gave Yeast growth tox 6 and Yeast growth tox inhibition % -11.
`Cc1cc2nnc(SC3CCCCN(C(=O)c4ccc(F)cc4)C3=O)n2c2ccccc12` (centres undefined) gave Yeast growth tox 15, Yeast eIF2B 13, Yeast growth tox inhibition % -5 and Yeast eIF2B mutant toxicity -5.
For COC(=O)C(CC(C)C)NC(=O)CSc1nc(-c2ccccc2)c(C#N)c(=O)[nH]1 (centres undefined) the results were Yeast growth tox 1, Yeast eIF2B 27, Yeast growth tox inhibition % 7 and Yeast eIF2B mutant toxicity 7.
Screening Cc1ccc(CNc2oc(COc3ccccc3Cl)nc2C#N)cc1 returned Yeast growth tox -33, Yeast eIF2B -13, Yeast growth tox inhibition % -11 and Yeast eIF2B mutant toxicity -11.
CCOC(=O)Cn1cc(C(=O)c2cccs2)c2ccccc21 was read as Yeast growth tox 0, Yeast eIF2B 14, Yeast growth tox inhibition % 4 and Yeast eIF2B mutant toxicity 4.
For CCCCN(CC)CCCNC(=O)C1c2ccccc2C(=O)N(C)C1c1cn(C)c2ccccc12 (centres undefined) the results were Yeast growth tox 30 and Yeast growth tox inhibition % 5.
For Cc1nc(CNS(=O)(=O)c2ccc(Oc3ccccc3)cc2)cs1 the results were Yeast growth tox 18, Yeast eIF2B -6, Yeast growth tox inhibition % 14 and Yeast eIF2B mutant toxicity 14.
Screening Cc1ccc(/C=N/NC(=O)CC2N=C(Cc3ccccc3)NNC2=O)cc1 (centres undefined) returned Yeast growth tox -1, Yeast eIF2B 17, Yeast growth tox inhibition % -12 and Yeast eIF2B mutant toxicity -12.
For CC(NC(=O)CC(O)(C(F)(F)F)C(F)(F)F)c1ccccc1 (centres undefined) the results were Yeast growth tox -1, Yeast eIF2B -30, Yeast growth tox inhibition % 14 and Yeast eIF2B mutant toxicity 14.
For O=S(=O)(Nc1nc(CN2CCOCC2)nc2sc3c(c12)CCCC3)c1cc(F)ccc1F the results were Yeast growth tox 6, Yeast eIF2B 29, Yeast growth tox inhibition % -11 and Yeast eIF2B mutant toxicity -11.
COc1cccc2cc(C(C)=O)c(=O)oc12 was read as Yeast eIF2B -14.
`O=c1c(C(c2ccccc2)c2c(O)nc3n(c2=O)CCCS3)c(O)nc2n1CCCS2` gave Yeast growth tox -34, Yeast eIF2B -29, Yeast growth tox inhibition % -14 and Yeast eIF2B mutant toxicity -14.
For CC(=O)N1CCCc2cc(S(=O)(=O)N3CCC(C)CC3)ccc21 the results were Yeast growth tox 29, Yeast eIF2B 17, Yeast growth tox inhibition % 6 and Yeast eIF2B mutant toxicity 6.
For O=C(c1cccnc1)N1CCN(S(=O)(=O)c2ccc3ccccc3c2)CC1 the results were Yeast growth tox 10, Yeast eIF2B 18, Yeast growth tox inhibition % 30 and Yeast eIF2B mutant toxicity 30.
Screening O=C(NCCN1CCOCC1)c1noc2c1CCc1ccccc1-2 returned Yeast growth tox 16, Yeast eIF2B 23, Yeast growth tox inhibition % -11 and Yeast eIF2B mutant toxicity -11.
`CC(=O)Nc1ccc2nc(-c3cccnc3)[nH]c2c1` gave Yeast growth tox 5, Yeast eIF2B -4, Yeast growth tox inhibition % -33 and Yeast eIF2B mutant toxicity -33.
Cc1cc(C)nc(/N=C2\NC(=O)CC(C(=O)O)N2c2ccc(Oc3ccccc3)cc2)n1 (centres undefined) was read as Yeast growth tox 14, Yeast eIF2B 9, Yeast growth tox inhibition % -13 and Yeast eIF2B mutant toxicity -13.
Screening CCOc1ccc2nc(SCC(=O)NC3CCS(=O)(=O)C3)[nH]c2c1 (centres undefined) returned Yeast growth tox 10, Yeast eIF2B 22, Yeast growth tox inhibition % -18 and Yeast eIF2B mutant toxicity -18.
Screening CCc1cc(=O)oc2cc(C)c(CN3CCCCC3)c(O)c12 returned Yeast growth tox -5, Yeast eIF2B 7, Yeast growth tox inhibition % -23 and Yeast eIF2B mutant toxicity -23.
For O=[n+]1cc(-c2cccc3ccccc23)n([O-])c2c1CCC2 the results were Yeast growth tox 9, Yeast eIF2B 8, Yeast growth tox inhibition % 13 and Yeast eIF2B mutant toxicity 13.
`Cn1nnnc1SCC(=O)N1CCOCC1` gave Yeast growth tox 3, Yeast eIF2B -2, Yeast growth tox inhibition % -11 and Yeast eIF2B mutant toxicity -11.
`CC(C)NC(=O)CSc1nc2ccccc2n1CC(=O)N1CCc2ccccc21` gave Yeast growth tox 32, Yeast eIF2B -5 and Yeast growth tox inhibition % 0.
Screening C=CCNC(=O)CN(c1ccc(OC)cc1OC)S(C)(=O)=O returned Yeast growth tox 10 and Yeast growth tox inhibition % 10.
`O=C1Nc2cc(Cl)c(Cl)cc2N(O)N1c1ccccc1` gave Yeast growth tox 3 and Yeast growth tox inhibition % 8.

An excerpt from above in order of heavy-atom count, low to high.
Screening CCc1cc(=O)oc2cc(C)c(CN3CCCCC3)c(O)c12 returned Yeast growth tox -5, Yeast eIF2B 7, Yeast growth tox inhibition % -23 and Yeast eIF2B mutant toxicity -23.
Screening CCOc1ccc2nc(SCC(=O)NC3CCS(=O)(=O)C3)[nH]c2c1 (centres undefined) returned Yeast growth tox 10, Yeast eIF2B 22, Yeast growth tox inhibition % -18 and Yeast eIF2B mutant toxicity -18.
For O=C(NCCc1ccccc1F)C1CCCN1S(=O)(=O)c1ccccc1 (centres undefined) the results were Yeast growth tox -4, Yeast eIF2B 9, Yeast growth tox inhibition % 15 and Yeast eIF2B mutant toxicity 15.
`O=c1c(C(c2ccccc2)c2c(O)nc3n(c2=O)CCCS3)c(O)nc2n1CCCS2` gave Yeast growth tox -34, Yeast eIF2B -29, Yeast growth tox inhibition % -14 and Yeast eIF2B mutant toxicity -14.

Remaining list, next part
Screening CC(NC(=O)CSc1nc2sc3c(c2c(=O)n1-c1ccccc1)CCCC3)c1ccccc1 (centres undefined) returned Yeast growth tox 8, Yeast eIF2B 35, Yeast growth tox inhibition % -24 and Yeast eIF2B mutant toxicity -24.
For CCOCCc1c(O)nc(SCC(=O)NCc2ccco2)[nH]c1=O the results were Yeast growth tox 18, Yeast eIF2B -3, Yeast growth tox inhibition % 10 and Yeast eIF2B mutant toxicity 10.
COc1ccccc1-c1ccc(Nc2ccc(C(=O)N3CCOCC3)cc2)nn1 was read as Yeast growth tox -6 and Yeast growth tox inhibition % 19.
For Cc1csc(NC(=O)CSc2nc3ccccc3s2)n1 the results were Yeast growth tox -2, Yeast eIF2B -10, Yeast growth tox inhibition % 5 and Yeast eIF2B mutant toxicity 5.
O=C(COc1ccc(CO)cc1Cl)Nc1ccc(F)cc1 was read as Yeast growth tox 14, Yeast eIF2B -10, Yeast growth tox inhibition % 8 and Yeast eIF2B mutant toxicity 8.
COc1ccc(CN(CC(=O)NC2CCCC2)C(=O)c2onc(C(N)=O)c2N)cc1 was read as Yeast growth tox 16, Yeast eIF2B 1, Yeast growth tox inhibition % -10 and Yeast eIF2B mutant toxicity -10.
Screening COC(=O)c1cc(OC)c(OC)cc1NC(=O)CSc1nnc(-c2cccnc2)n1C returned Yeast growth tox -45, Yeast eIF2B 1, Yeast growth tox inhibition % -10 and Yeast eIF2B mutant toxicity -10.
For O=c1c(-c2ccco2)[n+]([O-])c2ccccc2n1OCc1ccccn1 the results were Yeast growth tox 21, Yeast eIF2B -24, Yeast growth tox inhibition % -9 and Yeast eIF2B mutant toxicity -9.
For CCc1cccc2c1NC(=O)[C@]21[C@@H]2C(=O)N(Cc3ccccc3)C(=O)[C@@H]2[C@@H]2CCCN21 the results were Yeast growth tox 5, Yeast eIF2B -25, Yeast growth tox inhibition % 7 and Yeast eIF2B mutant toxicity 7.
Cc1ccc(S(=O)(=O)N2CCN(C(=O)c3ccccc3)CC2)cc1 was read as Yeast growth tox 6, Yeast eIF2B -1, Yeast growth tox inhibition % -15 and Yeast eIF2B mutant toxicity -15.
Screening Cc1ccccc1-n1nc2c(c1NC(=O)c1c(-c3ccccc3Cl)noc1C)CS(=O)(=O)C2 returned Yeast growth tox 12, Yeast eIF2B 13, Yeast growth tox inhibition % 6 and Yeast eIF2B mutant toxicity 6.
Screening O=C(CSc1nnc(-c2ccc(Cl)s2)o1)N1CCCc2ccccc21 returned Yeast growth tox 12, Yeast eIF2B 24, Yeast growth tox inhibition % 5 and Yeast eIF2B mutant toxicity 5.
Screening Cc1ccc(Cn2ccc(NC(=O)c3noc4c3CCCCC4)n2)cc1 returned Yeast growth tox -29, Yeast eIF2B 18, Yeast growth tox inhibition % -23 and Yeast eIF2B mutant toxicity -23.
Screening O=S(=O)(c1ccc(Sc2nnc3ccccn23)nc1)N1CCOCC1 returned Yeast growth tox 22, Yeast eIF2B 20, Yeast growth tox inhibition % 19 and Yeast eIF2B mutant toxicity 19.
CC(C)(Oc1ccc(Cl)cc1)C(=O)Nc1ncccn1 was read as Yeast eIF2B 21.
`CCCOc1ccc(-c2nc(C#N)c(NCCCn3ccnc3)o2)cc1` gave Yeast growth tox 15, Yeast eIF2B -2, Yeast growth tox inhibition % -5 and Yeast eIF2B mutant toxicity -5.

Not all compounds are listed; rates above refer to the full screens.
